HCMV inh – human cytomegalovirus inhibition; HFF cells, HCMV-luciferase reporter, 72 h; stronger effect = lower value; activity change, negative = inhibition, % at 57.5 µM; 410,000 compounds, 4.5% hits; in the data active = activity change below about -60%; inconclusive = no clear call, values can overlap the other calls; inactive = above about -39%
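After 16 h attachment at 37C, HFF cells received test compound and HCMV-luciferase (1 PFU/cell); reporter luminescence read 72 h later, data normalized against buffer-only and known inhibitor Salinomycin.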
AmpC inh detg – inhibitors of E. coli AmpC beta-lactamase with detergent | AID 485294 | 370,000 compounds, 0.041% hits | AmpC hydrolysis of nitrocefin, absorbance 480 nm, 0.01% Triton | P00811 | Potency, µM (doses to about 114 µM), for the others: at the highest dose activity change, negative = inhibition, usual class: inhibitors;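 note: potency is the fitted concentration of half-maximal effect; 0% = no-compound wells and -100% = no-enzyme wells; nearly all actives have a fitted effect of over 25% in size; some results filed as inactive show a strong effect at the top dose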
Target sequence (P00811 whole entry, looked up): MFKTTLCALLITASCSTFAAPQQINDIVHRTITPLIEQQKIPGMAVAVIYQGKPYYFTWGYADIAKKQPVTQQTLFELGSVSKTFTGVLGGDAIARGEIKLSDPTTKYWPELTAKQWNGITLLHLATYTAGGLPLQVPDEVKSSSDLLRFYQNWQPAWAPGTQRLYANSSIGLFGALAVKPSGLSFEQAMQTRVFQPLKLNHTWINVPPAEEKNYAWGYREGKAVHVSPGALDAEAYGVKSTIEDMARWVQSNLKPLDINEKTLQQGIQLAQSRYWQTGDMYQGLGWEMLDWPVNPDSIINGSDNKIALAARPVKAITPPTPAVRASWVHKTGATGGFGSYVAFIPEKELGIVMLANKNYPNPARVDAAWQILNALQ
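AmpC (5.3 nM in the dispensed reagent) in 20 mM phosphate pH 7.0 with 0.01% (detergent screen) or 0.0001% Triton X-100 was preincubated with compounds for 15 min at room temperature. Nitrocefin was then added from an 800 uM solution, and hydrolysis was followed at 480 nm.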
HCV inhibitor – blocks hepatitis C virus; Potency, µM (titrated, usually from 41.8 µM), for the others: at the highest dose activity change, negative = inhibition, hits mostly inhibitors; AID 651820; 340,000 compounds, 3.4% hits; Huh7.5.1 HCVcc-Cre infection, luciferase reporter, 44 h; note: potency is the fitted concentration of half-maximal effect
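Infectious HCV cell culture screen: compound-treated cells (1,000/well, pre-plated 4 h) are infected with HCVcc-Cre at roughly 0.5 moi and grown 44 h. Infection is quantified by luciferase signal after 15 min substrate incubation at room temperature.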
AMA1 RON2 block – AMA1-RON2 (P. falciparum) interaction inhibition; AlphaScreen AMA1-biotinylated RON2 peptide binding; Potency, µM (series often up to 58.2 µM), for inactives: at the highest dose activity change, negative = inhibition, hits mostly inhibitors; 360,000 compounds, 0.2% hits;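 note: potency is the fitted concentration of half-maximal effect; 0% = vehicle wells and -100% = peptide control; nearly all actives have a fitted effect of over 45% in size; some results filed as inactive show a strong effect at the top dose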
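AMA1 (3D7) with his tag at 25 nM final met compounds first, then biotinylated RON2 peptide at 25 nM; detection used donor plus acceptor beads, 10 µg/mL apiece, read by AlphaScreen after 30 min at room temperature.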
LmPK inh – blocks Leishmania mexicana pyruvate kinase activity; AID 1721; purified LmPK, Kinase-Glo ATP luminescence, 1 h; Potency, µM (series often up to 57.5 µM), for inactives: at the highest dose activity change, negative = inhibition, actives largely listed as inhibitors; 290,000 compounds, 0.37% hits; Q27686; note: potency is the fitted concentration of half-maximal effect
Target sequence (Q27686 whole entry, looked up): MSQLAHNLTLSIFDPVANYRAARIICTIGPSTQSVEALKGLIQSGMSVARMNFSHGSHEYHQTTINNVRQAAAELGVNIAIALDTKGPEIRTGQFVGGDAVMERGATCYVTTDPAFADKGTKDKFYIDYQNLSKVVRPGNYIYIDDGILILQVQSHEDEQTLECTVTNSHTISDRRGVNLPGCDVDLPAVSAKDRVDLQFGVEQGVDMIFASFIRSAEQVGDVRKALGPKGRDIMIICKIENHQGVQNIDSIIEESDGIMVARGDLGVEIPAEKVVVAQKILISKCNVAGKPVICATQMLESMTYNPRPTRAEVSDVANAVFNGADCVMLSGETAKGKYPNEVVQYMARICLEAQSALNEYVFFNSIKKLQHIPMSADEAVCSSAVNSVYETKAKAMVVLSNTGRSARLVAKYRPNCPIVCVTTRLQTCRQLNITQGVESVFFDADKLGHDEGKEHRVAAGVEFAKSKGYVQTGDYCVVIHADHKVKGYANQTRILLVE
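Pyruvate kinase activity monitored as ATP production (luciferase luminescence). Conditions: 0.1 nM enzyme, 0.5 mM PEP, 0.1 mM ADP, 1 h, RT; normalized against uninhibited and no-enzyme wells.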
Tb PYK inh – blocks Trypanosoma brucei pyruvate kinase; Q57TT1; TbPYK enzyme, Kinase-Glo Plus ATP luminescence, 45 min; Potency, µM (highest dose often 76.8 µM), for inactives: at the highest dose activity, negative = inhibition, most hits filed as inhibitors; 410,000 compounds, 0.12% hits; AID 624173; note: potency is the fitted concentration of half-maximal effect; nearly all actives have a fitted effect of over 50% in size
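Luminescent Kinase-Glo Plus end-point after 45 min room-temperature reaction of T. brucei pyruvate kinase started with 130 uM ADP (final). Buffer TEA 50 mM pH 7.2 with KCl, MgCl2, BSA, Tween-20; titration-based qHTS with fitted concentration-effect curves.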
AmpC no deterg – inhibitors of E. coli AmpC beta-lactamase without detergent. AmpC nitrocefin hydrolysis, absorbance 480 nm, 0.0001% Triton. AID 485341. P00811. 330,000 compounds, 0.52% hits. Potency, µM (series often up to 57.1 µM), inactives show top-dose activity change, negative = inhibition, hits mostly inhibitors;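 note: potency is the fitted concentration of half-maximal effect; plate controls were no compound for no effect and no enzyme for full effect; nearly all actives have a fitted effect of over 20% in size; some results filed as inactive show a strong effect at the top dose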
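AmpC (5.3 nM in the dispensed reagent) in 20 mM phosphate pH 7.0 with 0.01% (detergent screen) or 0.0001% Triton X-100 was preincubated with compounds for 15 min at room temperature. Nitrocefin was then added from an 800 uM solution, and hydrolysis was followed at 480 nm.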
Numbers without * were called inactive; [ ] = remark or other dose. Unless noted, calls come from the whole dose curve; as a rule, active = well fitted curve in the direction sought with a large enough effect; inconclusive = small, poorly fitted or top-dose-only effect, or another doubt; inactive = no such curve, though single readings can be large; an effect the other way counts as inactive or inconclusive. Unless noted, % is set by controls: 0 for no effect and ±100 for the full control effect.

Start of the data: the first 3 entries as a preview:
How did Cc1ccsc1CNC(=O)c1c(-c2ccccc2)noc1C do in these assays?
HCMV inh: 16; AmpC inh detg: -3%; HCV inhibitor: -6%; AMA1 RON2 block: -6%; LmPK inh: -2%; Tb PYK inh: -1%; AmpC no deterg: -14%

Results for CP(=O)(Nc1ccc(Cl)cc1)c1nc2c(s1)CCCC2 (stereo not drawn) ?
HCMV inh: -16; AmpC inh detg: 0%; HCV inhibitor: inconclusive; AMA1 RON2 block: -4%; LmPK inh: 0%; Tb PYK inh: -4%; AmpC no deterg: -10%

Results for CCOC(=O)COc1ccc(C2CC(C)=NN2c2ccccc2)cc1 (stereo not drawn) ?
HCMV inh: -29; AmpC inh detg: 5%; HCV inhibitor: 18%; AMA1 RON2 block: 6%; LmPK inh: 13%; Tb PYK inh: -10%; AmpC no deterg: -2%

Main list, repeating the preview:
How did Cc1ccsc1CNC(=O)c1c(-c2ccccc2)noc1C do in these assays?
HCMV inh: 16; AmpC inh detg: -3%; HCV inhibitor: -6%; AMA1 RON2 block: -6%; LmPK inh: -2%; Tb PYK inh: -1%; AmpC no deterg: -14%

Results for CP(=O)(Nc1ccc(Cl)cc1)c1nc2c(s1)CCCC2 (stereo not drawn) ?
HCMV inh: -16; AmpC inh detg: 0%; HCV inhibitor: inconclusive; AMA1 RON2 block: -4%; LmPK inh: 0%; Tb PYK inh: -4%; AmpC no deterg: -10%

Results for CCOC(=O)COc1ccc(C2CC(C)=NN2c2ccccc2)cc1 (stereo not drawn) ?
HCMV inh: -29; AmpC inh detg: 5%; HCV inhibitor: 18%; AMA1 RON2 block: 6%; LmPK inh: 13%; Tb PYK inh: -10%; AmpC no deterg: -2%

Results for CCOc1ccccc1C(=O)N1CCC(C(=O)c2ccc(F)cc2)CC1 ?
HCMV inh: 85; AmpC inh detg: -7%; HCV inhibitor: inconclusive; AMA1 RON2 block: -1%; LmPK inh: 1%; Tb PYK inh: -1%; AmpC no deterg: 25%

Results for O=C(O)C1=C(OCc2ccc(F)c(F)c2)C(=O)NCC1 ?
HCMV inh: -21; AmpC inh detg: 1%; HCV inhibitor: 12%; AMA1 RON2 block: 15%; LmPK inh: 1%; Tb PYK inh: -12%; AmpC no deterg: -19%

Results for O=C(Nc1ccccc1N1CCCC1)c1cccnc1 ?
HCMV inh: -2; AmpC inh detg: 1%; HCV inhibitor: -23%; AMA1 RON2 block: -10%; LmPK inh: 5%; Tb PYK inh: 2%; AmpC no deterg: -13%

Results for CCOC(=O)c1[nH]c(C)c(C(=O)OCC(=O)N2CCc3ccccc32)c1C ?
HCMV inh: 8; AmpC inh detg: 6%; HCV inhibitor: 11%; AMA1 RON2 block: 0%; LmPK inh: 8%; Tb PYK inh: -4%; AmpC no deterg: -12%

How did Cc1c(C(=O)O)oc2ccc(S(=O)(=O)N3CCCCC3C(=O)O)cc12 (stereo not drawn) do in these assays?
HCMV inh: 10; AmpC inh detg: -12%; HCV inhibitor: -5%; AMA1 RON2 block: -1%; LmPK inh: 9%; Tb PYK inh: -8%; AmpC no deterg: -18%

Results for O=C(c1cnc2sccn2c1=O)N1CCc2ccccc2C1 ?
HCMV inh: -10; AmpC inh detg: -1%; HCV inhibitor: 20%; AMA1 RON2 block: -1%; LmPK inh: -2%; Tb PYK inh: -21%; AmpC no deterg: -1%

What do the screens show for `COc1ccc(C(=S)N2CCOCC2)cc1OC(=O)c1ccccc1Cl`?
HCMV inh: -24; AmpC inh detg: -2%; HCV inhibitor: -4%; AMA1 RON2 block: -6%; LmPK inh: 6%; Tb PYK inh: -22%; AmpC no deterg: 52%

Results for CC1(C(=O)NS(=O)(=O)c2cccc(F)c2)CCN1C(=O)CCc1ccccc1 (stereo not drawn) ?
HCMV inh: 1; AMA1 RON2 block: 5%; Tb PYK inh: -1%

What do the screens show for `Cn1nc(C(C)(C)C)cc1C(=O)Nc1nc2c(s1)C(=O)CC(C)(C)C2`?
HCMV inh: -6; AmpC inh detg: -17%; HCV inhibitor: -10%; AMA1 RON2 block: -7%; LmPK inh: 0%; Tb PYK inh: 5%; AmpC no deterg: -26%

How did Cc1ccc(-c2nc3ccc(Br)cn3c2CC(C)(C)C)cc1 do in these assays?
HCMV inh: 4; AMA1 RON2 block: 1%; Tb PYK inh: 3%

What do the screens show for `CCO[C@@H]1OC(C(=O)O)=C[C@H](C2CCCCC2)[C@H]1CCCO`?
HCMV inh: -8; AmpC inh detg: -5%; HCV inhibitor: 20%; AMA1 RON2 block: -8%; LmPK inh: 1%; Tb PYK inh: 0%; AmpC no deterg: -24%

Results for Cc1noc(C)c1COC(=O)c1cccc(S(=O)(=O)N2CCOCC2)c1 ?
HCMV inh: 4; AmpC inh detg: -14%; HCV inhibitor: inconclusive; AMA1 RON2 block: -17%; Tb PYK inh: 6%; AmpC no deterg: -7%

Results for Cc1cc(Cl)c2cc3ccccc3cc2n1 ?
HCMV inh: -6; AmpC inh detg: 1%; HCV inhibitor: -7%; AMA1 RON2 block: 5%; LmPK inh: -7%; Tb PYK inh: 3%; AmpC no deterg: -13%

Results for Cc1ccc(S(=O)(=O)NCCC(=O)NNC(=O)C2COc3ccccc3O2)cc1 (stereo not drawn) ?
HCMV inh: 7; AmpC inh detg: inconclusive; HCV inhibitor: inconclusive; AMA1 RON2 block: 67%[activator]; Tb PYK inh: -2%; AmpC no deterg: -15%

Results for O=C(NCc1ccc(Cl)cc1)NCC(F)(F)F ?
HCMV inh: 3; AmpC inh detg: -9%; HCV inhibitor: 1%; AMA1 RON2 block: 1%; LmPK inh: 1%; Tb PYK inh: -8%; AmpC no deterg: -10%

How did O=C(O/N=C/c1cccc([N+](=O)[O-])c1)C1CC1 do in these assays?
HCMV inh: 11; AmpC inh detg: -5%; HCV inhibitor: 17%; AMA1 RON2 block: 6%; LmPK inh: -1%; Tb PYK inh: 4%; AmpC no deterg: -1%

How did Cc1ccc(C)c(OCC(=O)N2CCCN(C)CC2)c1 do in these assays?
HCMV inh: -34; AmpC inh detg: 1%; HCV inhibitor: 11%; AMA1 RON2 block: -1%[11.6 µM]; LmPK inh: 1%; Tb PYK inh: -11%; AmpC no deterg: -15%

What do the screens show for `COc1ccc(N2C(=O)C3NN=C(C(=O)OCc4ccccc4)C3C2=O)cc1` (stereo not drawn)?
HCMV inh: -37; AmpC inh detg: 7%; HCV inhibitor: 9%; AMA1 RON2 block: -12%; LmPK inh: -1%; Tb PYK inh: 4%; AmpC no deterg: -1%

Results for COc1ccc(/C=C/C(=O)OCC(=O)Nc2ccc(Cl)cn2)cc1 ?
HCMV inh: inconclusive; AmpC inh detg: 2%; HCV inhibitor: 8%; AMA1 RON2 block: 5%; LmPK inh: 0%; Tb PYK inh: -2%; AmpC no deterg: -26%

What do the screens show for `Cc1ccc(S(=O)(=O)N2c3ccccc3NC(=O)C2CC(=O)Nc2ccccc2)cc1` (stereo not drawn)?
HCMV inh: -24; AmpC inh detg: -19%; HCV inhibitor: -7%; AMA1 RON2 block: -8%; LmPK inh: -1%; Tb PYK inh: -3%; AmpC no deterg: -3%

Results for O=C(CSc1nnc(-c2ccc(Cl)cc2Cl)n1C1CCCCC1)N1CCCC1 ?
HCMV inh: -21; AmpC inh detg: 2%; HCV inhibitor: 5%; AMA1 RON2 block: -6%; LmPK inh: 3%; Tb PYK inh: -3%; AmpC no deterg: 124%[activator]

Results for CCOC(=O)Cc1csc(NC(=O)CSc2nnnn2-c2ccc(C)cc2C)n1 ?
HCMV inh: -3; AmpC inh detg: -2%; HCV inhibitor: -13%; AMA1 RON2 block: 16%; LmPK inh: 2%; Tb PYK inh: 5%; AmpC no deterg: -11%

Results for Cc1ccc(C(=O)Nc2cc3c(oc2=O)CCCC3=O)cc1 ?
HCMV inh: 1; AmpC inh detg: -11%; HCV inhibitor: 2%; AMA1 RON2 block: 8%; LmPK inh: -3%; Tb PYK inh: 0%; AmpC no deterg: -24%

Results for O=C(COc1ccc(Cl)cc1Cl)Nc1cccc2cccnc12 ?
HCMV inh: 18; AmpC inh detg: -5%; Tb PYK inh: -4%

Results for CCn1c(C)nc2cc(-c3nnc(-c4c(-c5ccccc5)noc4C)o3)ccc21 ?
HCMV inh: -40; AmpC inh detg: inconclusive; HCV inhibitor: inconclusive; AMA1 RON2 block: 1%; LmPK inh: -4%; Tb PYK inh: 5%; AmpC no deterg: 167%[activator]

How did O=C(Nc1ccc(F)cc1)NC1CCN(Cc2ccccc2)CC1 do in these assays?
HCMV inh: inconclusive; AmpC inh detg: -2%; HCV inhibitor: -23%; AMA1 RON2 block: 2%; LmPK inh: -10%; Tb PYK inh: 2%; AmpC no deterg: -10%

How did O=C(Nc1ccc(Cc2ccncc2)cc1)c1ccc(S(=O)(=O)N2CCOCC2)cc1 do in these assays?
HCMV inh: -73*; AmpC inh detg: 1%; HCV inhibitor: inconclusive; AMA1 RON2 block: -6%; LmPK inh: 0%; Tb PYK inh: 2%; AmpC no deterg: 80%[activator]

How did CC(=O)Nc1c(Cl)c(Cl)c2c(c1Cl)C(=O)c1cc(Cl)ccc1-2 do in these assays?
HCMV inh: 24; HCV inhibitor: inconclusive; AMA1 RON2 block: 23%; Tb PYK inh: -12%

What do the screens show for `Cc1ccc(S(=O)(=O)Nc2cc3c(C(=O)OCc4ccccc4)c(C)oc3c3ccccc23)cc1`?
HCMV inh: 19; AmpC inh detg: 11%; Tb PYK inh: -1%

Results for Cc1ccc(NC(=O)C2CCN(c3ncnc4c3nc3n4CCCCC3)CC2)cc1Cl ?
HCMV inh: -14; AmpC inh detg: 0%; HCV inhibitor: inconclusive; AMA1 RON2 block: -1%; LmPK inh: -3%; Tb PYK inh: 9%; AmpC no deterg: 46%

How did C=CCCN(Cc1ccccc1)S(=O)(=O)c1ccccc1Br do in these assays?
HCMV inh: -7; AmpC inh detg: -3%; HCV inhibitor: -6%; AMA1 RON2 block: 24%; LmPK inh: 1%; Tb PYK inh: 4%; AmpC no deterg: -28%

What do the screens show for `CC(C)COc1ccc(C(=O)N/C(=C\c2cccc([N+](=O)[O-])c2)C(=O)O)cc1`?
HCMV inh: 2; AmpC inh detg: -3%; HCV inhibitor: 9%; AMA1 RON2 block: 1%; LmPK inh: 0%; Tb PYK inh: -8%; AmpC no deterg: -55%
